Compound activity from PubChem.
AddAB inh: growth inhibition of E. coli expressing H. pylori AddAB, primary screen, AddAB inhibitor project, absorbance; inhibition, % at 11.9 µM; 330,000 tested, 0.29% active; in the data active = inhibition above about 12%;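 also: 0% = vehicle wells of infected cells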
PKA-R1A activ: activators of PKA-R1A holoenzyme, primary screen, biochemical, fluorescence polarization, Cy5-IP20, bovine R1A, mouse PKAc; activation, % at 11.4 µM; PKA-R1A dissociation; scaled: DMSO 0%, 113 µM cGMP 100%; 340,000 tested, 0.083% active;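 active = percent activation above the mean of all tested compounds plus 3 SD, cut at about 19% in these data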;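 also: higher means more PKAc released from R1A so a rise in polarization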
OPRM1-OPRD1 inv: inverse agonists of MOR-DOR heterodimerization, primary screen, cell-based, luminescence | AID 504357, 2011 | cell-based MOR-DOR heterodimer luminescence, inverse agonism | inhibition, % at 9.3 µM | Mu-type opioid receptor (Homo sapiens) + Delta-type opioid receptor (Homo sapiens), … | 340,000 tested, 0.21% active; in the data active = inhibition above about 22%, passing the limit was not always enough;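 also: 0% = cells with DMSO and 100% = wells without cells with DMSO; values of inactives mirror those of a sister screen read the other way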
Target sequence (P35372 whole entry, looked up): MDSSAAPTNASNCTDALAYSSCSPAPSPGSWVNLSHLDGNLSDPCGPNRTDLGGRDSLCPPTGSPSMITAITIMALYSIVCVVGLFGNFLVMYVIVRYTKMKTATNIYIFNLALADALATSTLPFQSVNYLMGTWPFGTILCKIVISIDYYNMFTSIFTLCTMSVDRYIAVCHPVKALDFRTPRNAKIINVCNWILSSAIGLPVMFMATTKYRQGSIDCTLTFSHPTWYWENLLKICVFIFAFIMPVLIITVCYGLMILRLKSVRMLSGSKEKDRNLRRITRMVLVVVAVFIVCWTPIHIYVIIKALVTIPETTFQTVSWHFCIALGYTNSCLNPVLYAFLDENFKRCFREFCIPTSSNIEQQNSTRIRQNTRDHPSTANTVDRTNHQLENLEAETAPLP
Target sequence (P41143 whole entry, looked up): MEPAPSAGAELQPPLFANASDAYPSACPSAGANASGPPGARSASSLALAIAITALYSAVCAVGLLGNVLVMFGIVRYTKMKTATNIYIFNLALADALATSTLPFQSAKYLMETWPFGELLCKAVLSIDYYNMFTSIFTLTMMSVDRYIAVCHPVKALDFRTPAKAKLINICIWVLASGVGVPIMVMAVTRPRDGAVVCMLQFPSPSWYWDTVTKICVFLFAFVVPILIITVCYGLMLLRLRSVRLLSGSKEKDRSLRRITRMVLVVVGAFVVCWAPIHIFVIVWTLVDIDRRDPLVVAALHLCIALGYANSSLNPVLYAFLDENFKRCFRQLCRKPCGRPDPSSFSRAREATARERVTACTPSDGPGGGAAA
Arr AP2 block: inhibitors of beta-arrestin/AP2 binding, primary screen, biochemical, GPCR trafficking, flow cytometry; inhibition, % at 10 µM; 340,000 tested, 0.31% active; FITC-arrestin peptide / GST-AP2 beads; AP2 beta2 appendage carries R879A mutation; beta-arrestin 1 C-terminal peptide binding to AP2 beta2-adaptin appendage (human); AID 504490, 2011;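 active = inhibition above a set limit, near 3 SD of compounds lacking own fluorescence, cut at about 54% in these data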;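 also: plate controls were DMSO wells for no effect and 5 µM unlabelled arrestin peptide for full effect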
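System: GST-AP2 R879A glutathione beads | Also added: FITC-arrestin peptide, 50 nM | Times: 12 min plus 1 h, RT | Signal: Bead flow cytometry, FITC channel | Buffer or medium: PBS with 0.05% Tween 20 and 0.1% BSA | Read-out basis: Percent drop in bead-associated FITC signal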
DSG3 Ab inh: inhibitors of pemphigus antibody binding to DSG3, primary screen, biochemical, bead-based, flow cytometry, scFv-GFP; binding (percent of control), % at 10 µM; 310,000 tested, 0.48% active; DSG3-coupled beads, scFv-anti-DSG3-GFP binding; active compounds read low; Desmoglein-3 (Homo sapiens), P32926;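 active = binding more than 3 SD below its plate's average and above zero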;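 also: hits lower antibody fragment binding to DSG3; some compounds called inactive have numbers as strong as hits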
E coli growth: E. coli V3065 growth inhibition, primary screen, counter-screen for AddAB inhibitor project, absorbance, OD600; 18 h; inhibition, % at 11.9 µM; 330,000 tested, 0.27% active; AID 449728, 2010;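 active = inhibition above the campaign's mean inhibition across all tested compounds plus 3 SD, cut at about 9.9% in these data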;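 also: uninfected addAB+ strain grown without phage in ampicillin broth; 0% = DMSO wells and 100% = ciprofloxacin 0.95 µg/ml wells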
Mot1-301 SUMO: yeast Mot1-301 growth rescue at high temperature, primary screen, SUMOylation pathway inhibitor project, S. cerevisiae, ATP luminescence, 38.5C; S. cerevisiae Mot1-301 growth rescue; percent above DMSO median, 100 means doubled; growth rescue, % at 18.8 µM; 320,000 tested, 1% active;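 active = every valid replicate shows activation above 250% relative to neutral control wells; inactive = the rest, any valid replicate at or below 250%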;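 also: OY570 slx delta 5 strain wells were the positive control but not used for scaling; some compounds called inactive have numbers as strong as hits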
Tat export inh: E. coli Tat export inhibitors, primary screen, MC4100, TorA-mCherry reporter, fluorescence, single point | inhibition, % at 10 µM | 340,000 tested, 0.036% active | AID 488895, 2010;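 active = mean replicate inhibition at least 50% and at least half of replicates individually reaching 50%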;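 also: exported cargo escapes ClpAP degradation while cytoplasmic cargo is degraded and loses fluorescence; 0% = median of neutral control wells and 100% = median of NaSCN control wells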
MOR-DOR ag: agonists of OPRM1-OPRD1 heterodimerization, primary screen, cell-based, luminescence; activation, % at 9.3 µM; AID 504326, 2011; cells; Mu-type opioid receptor (Homo sapiens) + Delta-type opioid receptor (Homo sapiens), …; 340,000 tested, 0.3% active; in the data active = activation above about 18%;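 also: 0% = vehicle-treated cells and 100% = reference agonist; values of inactives mirror those of a sister screen read the other way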
PfHsp90 yeast 2: growth inhibition of PfHsp90-expressing yeast, primary screen, antimalarial PfHsp90 inhibitor project, S. cerevisiae, BacTiter-Glo luminescence, single point, set 2. BacTiter-Glo ATP, 48 h; yeast lacking PDR1 and PDR3 efflux regulators. inhibition, % at 9.4 µM. 310,000 tested, 0.32% active;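 active = every replicate shows inhibition above about 80%, whatever the replicate mean, limit read from the data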;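 also: 0% = DMSO neutral controls and 100% = 20 µM radicicol positive controls; yeast relying on Plasmodium falciparum Hsp90 in place of its own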
phage Ecoli inh: growth loss of phage-infected E. coli, primary screen, RecBCD inhibitor project, absorbance, with phage, HTS | inhibition, % at 11.9 µM | AID 651602, 2012 | 360,000 tested, 0.26% active; in the data active = inhibition above about 11%
An asterisk follows results filed as active; / = not tested or not shown.

| canonical_smiles | AddAB inh | PKA-R1A activ | OPRM1-OPRD1 inv | Arr AP2 block | DSG3 Ab inh | E coli growth | Mot1-301 SUMO | Tat export inh | MOR-DOR ag | PfHsp90 yeast 2 | phage Ecoli inh |
| --- | --- | --- | --- | --- | --- | --- | --- | --- | --- | --- | --- |
| O=C(CN1C(=O)NC2(CCCCCC2)C1=O)N1CCC(Cc2ccccc2)CC1 | 3.4 | -14 | -12 | -3 | 109 | 0.9 | 19 | -2 | 2.0 | / | 1.8 |
| CC(C)CCNC(=O)C1CC(=O)N(C2CCCC2)C1 (stereo not drawn) | 1.6 | 8 | 6 | 10 | 103 | -1.8 | -1 | 3 | -1.2 | / | 2.4 |
| O=C1C2CCCN2C(c2ccccc2)N1c1nccs1 (stereo not drawn) | 1.2 | 2 | 4 | 11 | 101 | 1.2 | 7 | 3 | -0.7 | -11 | 2.5 |
| CC(C)CC1Nc2ncnc(N3CCN(c4ccccn4)CC3)c2N(Cc2ccc(Br)cc2)C1=O (stereo not drawn) | 2.1 | 0 | -3 | 9 | 99 | 1.4 | 46 | 6 | 0.5 | -27 | 5.3 |
| OCCNCCOc1ccccc1F | 1.5 | -6 | 9 | 17 | 105 | 3.7 | -8 | -4 | -1.6 | -4 | 2.8 |
| O=C(Oc1ccc2[nH]cc(CCN3C(=O)c4ccccc4C3=O)c2c1)c1ccco1 | 2.6 | -6 | -21 | -2 | 94 | 0.1 | 186 | 1 | 3.5 | / | 0.0 |
| CC(=O)NS(=O)(=O)c1ccc(NC(=O)CC(C)c2ccccc2)cc1 (stereo not drawn) | -0.8 | 10 | 5 | 11 | 96 | -1.9 | -2 | 8 | -0.8 | 9 | 3.4 |
| COc1ccc(NC(=O)CCc2ccccc2)cc1S(=O)(=O)N1CCOCC1 | 1.8 | -7 | 9 | -5 | 99 | 0.7 | -14 | 6 | -2.4 | 1 | 2.2 |
| N#Cc1ccsc1NC(=O)CN1CCN(c2ccccc2O)CC1 | 1.2 | 4 | 2 | -17 | 125 | -0.3 | 11 | 3 | -0.4 | -10 | 1.3 |
| Cc1ccc2c(c1)[C@H]1[C@H](CO2)[C@H](c2ccccc2)[C@]2(C)C(=O)Nc3cc(F)c(F)cc3C(=O)N12 | 2.6 | 13 | -15 | -4 | 98 | -0.4 | 197 | -10 | 2.6 | -34 | -0.3 |
| CCOc1nc(NCCN2CCOCC2)nc(Nc2ccc(C)cc2)n1 | 0.0 | -6 | 8 | 18 | / | -1.7 | 0 | -2 | -1.2 | 5 | 3.6 |
| COc1ccc(-c2[nH]ncc2CN2CCC(C(=O)c3ccc(F)cc3)CC2)cc1 | 2.9 | 5 | -1 | 33 | / | -0.7 | 48 | -3 | 0.3 | 4 | 3.5 |
| S=c1nc(Cc2ccc(Cl)cc2)[nH]c2ccccc12 | -1.9 | / | / | 18 | 95 | 0.4 | 2 | 1 | / | 4 | 1.7 |
| Cc1cc2c(cc1S(=O)(=O)N(C)Cc1ccccc1)n(C)c(=O)c(=O)n2C | 7.0 | 3 | 10 | -6 | 107 | -1.4 | 28 | 1 | -1.9 | / | 3.3 |
| N#C/C(=C(/O)c1cccc(F)c1)c1nc2ccccc2s1 | 0.1 | -7 | 10 | -2 | 106 | -0.6 | 66 | 2 | -2.0 | 10 | 1.2 |

Continued, overlapping the part above by 5 compounds.
| canonical_smiles | AddAB inh | PKA-R1A activ | OPRM1-OPRD1 inv | Arr AP2 block | DSG3 Ab inh | E coli growth | Mot1-301 SUMO | Tat export inh | MOR-DOR ag | PfHsp90 yeast 2 | phage Ecoli inh |
| --- | --- | --- | --- | --- | --- | --- | --- | --- | --- | --- | --- |
| CCOc1nc(NCCN2CCOCC2)nc(Nc2ccc(C)cc2)n1 | 0.0 | -6 | 8 | 18 | / | -1.7 | 0 | -2 | -1.2 | 5 | 3.6 |
| COc1ccc(-c2[nH]ncc2CN2CCC(C(=O)c3ccc(F)cc3)CC2)cc1 | 2.9 | 5 | -1 | 33 | / | -0.7 | 48 | -3 | 0.3 | 4 | 3.5 |
| S=c1nc(Cc2ccc(Cl)cc2)[nH]c2ccccc12 | -1.9 | / | / | 18 | 95 | 0.4 | 2 | 1 | / | 4 | 1.7 |
| Cc1cc2c(cc1S(=O)(=O)N(C)Cc1ccccc1)n(C)c(=O)c(=O)n2C | 7.0 | 3 | 10 | -6 | 107 | -1.4 | 28 | 1 | -1.9 | / | 3.3 |
| N#C/C(=C(/O)c1cccc(F)c1)c1nc2ccccc2s1 | 0.1 | -7 | 10 | -2 | 106 | -0.6 | 66 | 2 | -2.0 | 10 | 1.2 |
| Cc1ccc(NC(=O)CNC(=O)c2ccccc2F)cc1Cl | -0.4 | -4 | -9 | 18 | 81 | -2.0 | 114 | -2 | 1.6 | -3 | 0.1 |
| CC1(C)Cc2cccc(OCC(=O)OCC(=O)c3ccccc3)c2O1 | -0.8 | -1 | 10 | -2 | 100 | -0.7 | 14 | -6 | -2.4 | / | 1.7 |
| O=C(NCCCN1CCCC1)c1ccc(CS(=O)(=O)c2ccc(Cl)cc2)o1 | 0.3 | -6 | 16 | 23 | 105 | -1.1 | 160 | -7 | -3.2 | 8 | 1.5 |
| O=C(c1ccc(F)cc1)c1cnc(Nc2ccccc2)s1 | 2.2 | -10 | -23 | 8 | 100 | 0.4 | 4 | -5 | 4.6 | -10 | 4.5 |
| CCOc1ccc(S(=O)(=O)N2CCCC(C(=O)NCC3CCCO3)C2)cc1 (stereo not drawn) | -0.8 | 1 | 11 | 0 | 109 | -3.1 | 4 | 5 | -3.5 | -12 | 2.8 |
| N=C1CCCN1CC(=O)c1cccs1 | -0.7 | -1 | -1 | -13 | 100 | 1.6 | / | 2 | 0.2 | -8 | 3.8 |
| COC(=O)c1ccccc1Nc1ccnc(Cl)n1 | 3.4 | -4 | 1 | 10 | 118 | 3.5 | 11 | -8 | -0.2 | -16 | 3.8 |
| Cc1ccc(C(=O)NCc2ccco2)cc1S(=O)(=O)N1CCCC1 | 1.9 | 1 | 13 | 48 | 99 | 0.8 | 7 | -2 | -2.5 | 16 | 0.2 |
| CC(C)c1cc(-c2cc(-c3ccccc3)on2)nc(NC2CCCC2)n1 | 3.0 | -1 | 2 | -3 | 98 | -2.7 | 633 | -8 | -0.3 | -15 | 1.1 |
| O=C(Nc1cccc(C(F)(F)F)c1)c1cccnc1N1CCOCC1 | 0.4 | -8 | 6 | -2 | 98 | 0.4 | 51 | 5 | -0.9 | 7 | 2.6 |
| O=C(/C=C/Nc1ccc(Nc2ccccc2)cc1)c1cccs1 | / | -2 | 11 | 29 | 102 | / | / | 1 | -2.1 | -6 | 3.1 |
| COC(C[C@@H]1O[C@H]1C(=O)COCc1ccccc1)OC | 3.5 | 5 | 6 | 17 | 101 | 3.2 | -19 | 5 | -1.0 | / | -1.3 |
| COC(=O)C1=C(C)N(CC2CC2)C(=NCc2cccc(C(F)(F)F)c2)N[C@H]1c1ccccc1 | 2.9 | 5 | -24 | -6 | 143 | 0.2 | -26 | 2 | 4.1 | -3 | / |
| O=C(N/N=C/c1c(Cl)cccc1Cl)c1ccc(-n2cnnn2)cc1 | 2.9 | -2 | -34 | 7 | 90 | -1.4 | 2 | -10 | 8.6 | / | 3.5 |
| Cc1ccc(CN2CC(C(=O)NCC(=O)Nc3c(C)cccc3C)CC2=O)cc1 (stereo not drawn) | 3.8 | -2 | -9 | 2 | 104 | 0.6 | 72 | 4 | 1.8 | -19 | 1.3 |
| Cc1ccc(C(=O)NC(C)c2ccc(F)cc2)cc1 (stereo not drawn) | 1.0 | 8 | 2 | 6 | 100 | 0.0 | 54 | -5 | -0.3 | 22 | 3.2 |
| CCN(CCCn1c(=S)[nH]c2ncccc2c1=O)c1ccccc1 | 2.4 | -16 | 8 | 10 | 99 | 0.6 | 10 | 1 | -1.4 | 17 | 1.2 |
| O=C(CNS(=O)(=O)Cc1ccccc1)NCc1ccccc1 | -1.0 | -4 | 8 | -2 | 97 | -0.6 | -17 | 20 | -1.3 | -5 | 0.6 |
| Fc1cnc(N/N=C/c2ccc(-c3ccc(Br)cc3)o2)nc1N1CCOCC1 | 5.3 | -4 | 2 | 0 | 114 | 1.3 | -4 | 3 | -0.5 | -5 | 0.7 |
| CCC(CC)C(=O)c1c[nH]c(C(=O)NCCc2ccccn2)c1 | 1.1 | -3 | -2 | -3 | 101 | -1.6 | 3 | 1 | 0.4 | -7 | 1.4 |
| CCn1c(N2CCN(C(=O)C34CC5CC(CC(C5)C3)C4)CC2)nc2ccccc21 | -1.7 | -9 | -4 | 2 | / | -1.5 | 389* | 1 | 0.7 | 50 | / |
| Cc1ccc(Cn2cc(SCC(=O)Nc3nccs3)c3ccccc32)cc1 | -2.6 | -2 | -8 | -9 | 104 | 1.0 | -13 | -4 | 1.4 | -8 | 1.9 |
| O=C(COc1coc(CN2CCc3ccccc32)cc1=O)Nc1ccccc1 | 1.4 | 8 | 6 | -3 | 97 | 2.2 | -16 | -1 | -0.8 | -7 | -2.2 |
| O=C(Nc1ccc(Br)cc1)c1csc(-c2ccncc2)n1 | 3.6 | -7 | 16 | 12 | 110 | 1.1 | -17 | 1 | -3.2 | 23 | 6.1 |
| CN1C(=O)c2cccc(NC(=O)Cc3ccccc3)c2C1=O | -0.2 | 1 | -5 | 8 | 105 | -0.4 | -2 | 8 | 0.9 | 33 | 1.6 |
| Cc1nc(Oc2ccccc2)c2oc3ccccc3c2n1 | 1.1 | -4 | -60 | 12 | 100 | -3.1 | -12 | 5 | 11 | -4 | 1.1 |
| CCN(CC(=O)Nc1ccc(OC)cc1)CC(=O)Nc1sc2c(c1C(=O)OC)CCCC2 | 0.6 | -13 | 3 | -2 | 102 | -3.1 | / | 0 | -0.7 | 8 | 0.5 |
| CCc1c(C)nc2ncnn2c1Nc1ccc(C)c(C)c1 | -0.9 | -5 | 3 | -8 | 93 | 0.2 | -10 | -1 | -0.5 | 11 | 1.0 |
| CCN(c1ccccc1)S(=O)(=O)c1cc(C(=O)NCC(c2ccco2)N2CCCCC2)ccc1C (stereo not drawn) | 1.7 | 7 | 7 | 41 | 98 | -2.2 | -5 | 7 | -1.5 | / | 0.5 |
| Cc1cc(SCC(=O)NC2CC2)nc2ccccc12 | -3.0 | -4 | 12 | 9 | / | -0.9 | -1 | -3 | -3.0 | -4 | 4.0 |
